# Screening results: PubChem, several laboratories
# Cardiac RTF inh = cardiac RTF calcium desensitization; P19429+P45379; IANBD-labeled cardiac RTF, Ca2+ fluorescence; inhibition, % at 7.15 µM; hit rate 0.12% among 340,000; AID 493244;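 active = inhibition above the mean inhibition of all tested compounds plus 3 SD, cut at about 17% in these data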;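 note: assay run at fixed EC70 calcium of 1.6 mM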
# SR-BI HDL uptake = inhibitors of mouse SR-BI mediated HDL lipid uptake | inhibition, % at 12.5 µM | hit rate 0.96% among 320,000 | ldlA[mSR-BI] CHO cells, DiI-HDL uptake fluorescence, 3 h | AID 488896 | Q61009;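 active = mean replicate inhibition of at least 70% and a set share of replicates each scoring 70 or more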;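 note: 0% = median of neutral control wells and 100% = median of positive control wells; values of inactives mirror those of a sister screen read the other way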
# Arr AP2 block = human beta-arrestin and AP2 interaction inhibition. FITC-arrestin peptide / GST-AP2 beads, flow cytometry; AP2 beta2 appendage carries R879A mutation. inhibition, % at 10 µM. hit rate 0.31% among 340,000;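 active = inhibition above a set limit, near 3 SD of compounds lacking own fluorescence, cut at about 54% in these data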;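 note: plate controls were DMSO wells for no effect and 5 µM unlabelled arrestin peptide for full effect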
#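 Material – AP2 appendage R879A on GSH beads · Buffer or medium – PBS with 0.05% Tween 20 and 0.1% BSA · Probe or stimulus – fluorescein-tagged arrestin peptide at 50 nM final · Incubation – compound with beads 12 min RT, then probe 1 h RT · Detection – high-throughput flow cytometry of beads, ex 488, em 535 nm · Evaluation – percent response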
# PKA-R2B act = activators of human PKA-R2B complex. P22694+P31323. PKA-R2B holoenzyme dissociation, Cy5-IP20 fluorescence polarization; R2B truncated from residue 108, S112A mutant; 0% DMSO only, 100% 113 µM cGMP. activation, % at 11.4 µM. hit rate 0.079% among 340,000;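 active = activation above a cutoff set at the mean over all compounds plus 3 SD, cut at about 18% in these data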;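 note: higher means more holoenzyme dissociation and a rise in polarization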
# LANA DNA inh = inhibitors of KSHV LANA C-terminal domain DNA binding; hit rate 0.078% among 340,000; inhibition, % at 9 µM; MBP-C-LANA/FAM-LBS DNA binding, fluorescence polarization;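 active = highest replicate inhibition at or above 60% at 9 µM, even if other replicates fall short; inactive = all replicates below 60% inhibition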;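 note: 0% = neutral control wells and 100% = 4 µM acridine orange control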
# DAGLB inh = blocks human DAGLB lipase activity. hit rate 0.059% among 340,000. Q8NCG7. HEK293T DAGLB membrane lysate, EnzChek fluorogenic substrate. inhibition, % at 5.17 µM; in the data active = inhibition above about 34%;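 note: 0% = enzyme with vehicle and 100% = wells lacking enzyme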
# PvdQ acylase = P. aeruginosa PvdQ acylase inhibition | hit rate 0.063% among 340,000 | purified PvdQ acylase, fluorescence plate reader | inhibition, % at 10 µM; in the data active = inhibition above about 30%, passing the limit was not always enough;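 note: 0% = vehicle neutral wells and 100% = reference inhibitor wells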
# SR-BI uptake up = SR-BI HDL lipid transfer activation; CHO ldlA[mSR-BI] cells, DiI-HDL uptake fluorescence, 3 h; 100 = double the neutral-control signal; activation, % at 12.5 µM; hit rate 0.096% among 320,000;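 active = mean replicate activation of at least 60% and every replicate at or above 60%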;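 note: 0% = median plate neutral-control signal and 100% = twice that signal; values of inactives mirror those of a sister screen read the other way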
#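 Material: SR-BI-overexpressing, LDLR-lacking CHO cells | Dosing: Single compound concentration, delivered by pin transfer | Probe or stimulus: Labelled HDL, 10 µg/mL | Signal: Bottom-read cell fluorescence after medium removal, ex 550/em 595 nm | Schedule: 3 h, 37 °C | Evaluation: HDL uptake via cellular fluorescence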
# NSD2 inh = inhibitors of human histone methyltransferase NSD2; NSD2 peptide methylation, AlphaScreen, 120 min; inhibition, % at 12.5 µM; O96028; hit rate 0.54% among 310,000; AID 743445; in the data active = inhibition above about 50%
# Target sequence (O96028 whole entry, looked up): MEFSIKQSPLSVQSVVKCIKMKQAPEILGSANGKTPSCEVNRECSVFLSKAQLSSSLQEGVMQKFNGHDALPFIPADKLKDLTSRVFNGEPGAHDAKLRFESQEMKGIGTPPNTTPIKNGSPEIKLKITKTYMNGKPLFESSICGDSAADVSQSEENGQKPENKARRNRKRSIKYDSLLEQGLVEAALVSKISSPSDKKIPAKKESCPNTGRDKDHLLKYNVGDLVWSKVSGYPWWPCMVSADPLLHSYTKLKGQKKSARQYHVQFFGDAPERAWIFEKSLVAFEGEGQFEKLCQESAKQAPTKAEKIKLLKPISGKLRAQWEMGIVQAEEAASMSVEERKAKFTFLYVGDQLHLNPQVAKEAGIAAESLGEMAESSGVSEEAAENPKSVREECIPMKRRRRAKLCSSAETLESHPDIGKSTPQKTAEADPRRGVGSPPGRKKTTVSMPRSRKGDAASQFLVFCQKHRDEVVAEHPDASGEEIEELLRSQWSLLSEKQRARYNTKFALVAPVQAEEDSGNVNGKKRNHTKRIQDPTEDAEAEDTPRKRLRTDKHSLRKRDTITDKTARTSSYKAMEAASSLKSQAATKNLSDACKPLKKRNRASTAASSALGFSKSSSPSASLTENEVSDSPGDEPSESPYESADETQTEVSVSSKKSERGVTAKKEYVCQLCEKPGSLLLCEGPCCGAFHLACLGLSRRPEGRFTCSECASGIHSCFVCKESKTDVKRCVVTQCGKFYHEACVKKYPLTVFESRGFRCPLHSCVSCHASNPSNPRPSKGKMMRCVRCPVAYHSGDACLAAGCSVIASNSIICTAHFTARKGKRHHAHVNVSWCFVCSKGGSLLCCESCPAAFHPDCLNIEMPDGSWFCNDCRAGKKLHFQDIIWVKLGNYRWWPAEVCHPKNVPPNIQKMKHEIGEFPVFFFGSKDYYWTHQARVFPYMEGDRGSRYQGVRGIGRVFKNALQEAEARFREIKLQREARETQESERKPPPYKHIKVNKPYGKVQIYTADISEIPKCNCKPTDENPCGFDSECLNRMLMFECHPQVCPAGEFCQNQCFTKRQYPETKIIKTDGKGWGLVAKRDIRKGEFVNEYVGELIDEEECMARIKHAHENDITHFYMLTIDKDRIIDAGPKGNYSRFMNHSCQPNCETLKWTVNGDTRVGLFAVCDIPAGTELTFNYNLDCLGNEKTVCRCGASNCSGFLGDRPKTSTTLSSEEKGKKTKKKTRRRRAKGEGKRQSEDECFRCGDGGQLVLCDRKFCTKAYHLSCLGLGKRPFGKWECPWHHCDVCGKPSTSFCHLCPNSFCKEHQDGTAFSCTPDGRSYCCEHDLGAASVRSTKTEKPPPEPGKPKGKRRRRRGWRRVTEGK
# Keap1-Nrf2 PPI = disrupts human Keap1 binding to Nrf2 peptide; Keap1 Kelch-Nrf2 peptide fluorescence polarization, 1536-well; inhibition, % at 9.4 µM; hit rate 0.15% among 340,000; AID 504523; in the data active = inhibition above about 12%;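 note: human Keap1 Kelch domain with fluorescein labeled Nrf2 9mer peptide probe; 0% = neutral control wells and 100% = peptide positive control; higher means more block of Keap1 binding to Nrf2 peptide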
# Starred values were filed as active, the others as inactive; x = no result given. Rows are unselected (roughly 2.1% active in at least one column).
# The first three records as a preview:
nr	Compound	Cardiac RTF inh	SR-BI HDL uptake	Arr AP2 block	PKA-R2B act	LANA DNA inh	DAGLB inh	PvdQ acylase	SR-BI uptake up	NSD2 inh	Keap1-Nrf2 PPI
1	Cc1cc(SCC(=O)OCC(=O)NCC2CCCO2)c(C)cc1Br (stereo not drawn)	-1.4	-17.2	3.4	4.9	-1.6	-2.5	-13.2	17.2	-2.9	-8.3
2	COc1cccc(CN(C)C(=O)c2ccc(OCC(=O)N3CCOCC3)c(OC)c2)c1	-6.4	-21.0	-0.6	7.7	-1.4	-0.3	-11.1	21.0	-0.8	-6.6
3	CCOC(=O)N1CCN(CCC(=O)Nc2cc([N+](=O)[O-])ccc2OC)CC1	0.6	-9.4	23.6	6.9	-0.1	-0.5	4.2	9.4	-0.7	2.3

# This part in full, previewed entries included:
nr	Compound	Cardiac RTF inh	SR-BI HDL uptake	Arr AP2 block	PKA-R2B act	LANA DNA inh	DAGLB inh	PvdQ acylase	SR-BI uptake up	NSD2 inh	Keap1-Nrf2 PPI
1	Cc1cc(SCC(=O)OCC(=O)NCC2CCCO2)c(C)cc1Br (stereo not drawn)	-1.4	-17.2	3.4	4.9	-1.6	-2.5	-13.2	17.2	-2.9	-8.3
2	COc1cccc(CN(C)C(=O)c2ccc(OCC(=O)N3CCOCC3)c(OC)c2)c1	-6.4	-21.0	-0.6	7.7	-1.4	-0.3	-11.1	21.0	-0.8	-6.6
3	CCOC(=O)N1CCN(CCC(=O)Nc2cc([N+](=O)[O-])ccc2OC)CC1	0.6	-9.4	23.6	6.9	-0.1	-0.5	4.2	9.4	-0.7	2.3
4	O=C(NCCCN1CCCC1=O)c1ccc(S(=O)(=O)Nc2ccccc2F)cc1	-14.6	-21.1	-6.3	2.8	-0.1	-1.1	-1.0	21.1	-3.3	2.4
5	CCCC(C)NC(=O)c1ccc(OCc2ccc(Cl)cc2)c(OC)c1 (stereo not drawn)	-0.8	51.7	19.6	-1.0	-1.6	-1.9	6.9	-51.7	-2.2	2.6
6	CCOC(=O)c1c(C)[nH]c(C)c1C(=O)COC(=O)c1cc2ccccc2cc1O	-21.7	16.9	-0.8	-7.6	-0.3	-1.9	-9.2	-16.9	0.6	2.4
7	Cn1c2ccccc2c2ncn(Cc3ccc(F)cc3)c(=O)c21	0.7	15.7	6.8	-0.2	-0.6	-1.8	-3.2	-15.7	-1.6	2.6
8	O=C1c2ccccc2C(=O)N1CCCCSc1nnnn1-c1ccccc1	-7.0	-8.6	0.8	-17.0	-2.3	0.1	-1.5	8.6	-3.4	-0.6
9	Cc1nc(-c2ccc(F)cc2)c(CC(=O)N2CCN(S(=O)(=O)c3cccc(Cl)c3)CC2)s1	-11.3	-12.5	3.2	-10.2	1.0	5.3	-11.5	12.5	-1.4	-0.1
10	COc1cc2nc3occc3c(OC)c2cc1OC	-11.1	-0.5	5.9	0.7	-1.6	-1.4	-17.8	0.5	x	-2.3
11	Nc1nonc1-n1nnc(C(=O)N/N=C/c2ccc(Br)cc2)c1-c1ccc2c(c1)OCO2	2.2	19.8	20.0	-0.3	0.3	-0.4	-8.1	-19.8	4.5	-1.1
12	O=C(COC(=O)Cn1cnc2ccccc2c1=O)NCC12CC3CC(CC(C3)C1)C2	-12.0	-29.9	18.6	-9.9	-1.6	0.3	-7.2	29.9	-1.8	-3.0
13	COC(=O)c1cc(Br)c(=O)n(CCN2CCCCC2)c1	7.4	-8.0	12.0	9.0	-0.8	0.8	-6.7	8.0	2.6	1.4
14	COc1ccc(/C=N/NC(=O)c2ccco2)cc1OCc1ccccc1	-1.2	24.4	-1.6	-1.0	-0.3	-0.7	4.9	-24.4	-2.1	-6.3
15	Cc1nnc(NC(=O)C2CC(=O)N(c3ccc4c(c3)OCCO4)C2)s1 (stereo not drawn)	1.5	-2.4	-21.5	0.6	0.1	1.2	-7.8	2.4	-1.2	1.0
16	COc1ccccc1C(=O)NC(CCSC)C(=O)NCc1ccccn1 (stereo not drawn)	-10.7	14.2	-17.2	7.9	0.6	0.2	-18.6	-14.2	0.0	-4.5
17	CC(=O)c1ccc(NC(=O)C2(c3ccccc3)CC2(Cl)Cl)cc1 (stereo not drawn)	1.0	-9.0	1.6	1.7	0.7	0.4	-18.9	9.0	-2.2	-3.4
18	Cc1ccc(C2=NN(CC(=O)NCCN(CC(C)C)CC(C)C)C(=O)CC2)cc1	-7.8	x	12.8	-4.9	3.0	0.4	-14.8	x	4.7	-7.2
19	CC(C)NC(=O)C1(O)c2ccccc2NC(=O)N1c1ccc(Cl)c(Cl)c1 (stereo not drawn)	9.4	-11.1	18.5	-4.6	-0.1	0.4	-6.2	11.1	10.2	-3.0
20	NC(=O)c1ccc(NC(=O)COC(=O)CCC(=O)c2ccc(Cl)cc2)cc1	-2.3	-40.0	1.8	-2.7	-0.8	1.7	-12.0	40.0	0.1	-1.0
21	COc1ccc(-c2nc3nc(N)nn3cc2C)cc1F	-4.5	-9.9	21.4	1.0	-0.8	0.5	3.0	9.9	-4.7	2.6
22	CCN(CC)C(=O)c1c([N+](=O)[O-])c(C(C)(C)C)nn1C	-5.6	-18.1	3.4	4.2	0.1	0.4	-15.8	18.1	0.2	-2.6
23	CCc1cccc(NS(=O)(=O)c2c(C)nc3scc(C)n3c2=O)c1	5.5	x	11.1	11.1	2.2	-1.1	8.9	x	-0.6	-1.7
24	O=C(O)CCC(=O)N1CCN(S(=O)(=O)c2ccc3ccccc3c2)CC1	-7.4	-9.3	13.9	-6.9	-0.5	0.6	-7.0	9.3	9.5	-1.6
25	CCOc1ccc(N2C(=O)c3cccnc3C2=O)cc1	-3.5	-26.3	-1.2	-0.6	0.9	0.9	-7.7	26.3	-2.7	-5.2
26	O=S(=O)(c1ccccc1)N1CCn2c(nc3ccccc32)C1	1.8	-14.5	10.8	14.8	0.2	-1.0	2.0	14.5	x	7.1
27	CC1=C(C(=O)OCC(C)C)C2(O)C(=O)c3ccccc3C2(O)N1 (stereo not drawn)	6.7	-12.9	2.9	4.2	-0.8	3.6	-9.0	12.9	4.0	-0.2
28	Cc1ccccc1-n1ccnc1SCC(=O)NCc1ccco1	-3.2	-13.3	-13.9	9.0	1.0	2.6	-13.1	13.3	0.3	2.5
29	COc1ccc(C2C(C(=O)N3CCN(c4ccccn4)CC3)CCC(=O)N2c2ccc(OC)cc2)cc1 (stereo not drawn)	0.5	-13.6	21.3	-13.0	13.8	2.4	5.6	13.6	-5.1	0.6
30	Cc1nc(NCCc2ccc(S(N)(=O)=O)cc2)c2c3c(sc2n1)CCC3	-6.7	47.7	-4.5	7.1	4.0	2.3	-6.3	-47.7	x	-2.9
31	CSc1nccc(N/N=C/c2ccccc2)n1	-5.9	8.1	-13.4	6.9	-1.1	0.4	5.2	-8.1	-2.4	0.4
32	CCNC(=O)NC(=O)C(C)OC(=O)Cc1coc2cc3c(cc12)CCC3 (stereo not drawn)	-2.6	-8.4	-4.1	0.6	-1.0	-2.1	0.7	8.4	1.9	1.1
33	Cc1ccccc1NC(=S)Nc1cccc2cnccc12	-15.2	-10.6	2.4	-2.2	-0.2	-1.8	-11.7	10.6	103.9*	-1.7
34	Cc1cc(C)cc(N2CC(O)=C(c3nc4ccccc4c(=O)[nH]3)C2=N)c1	3.6	20.2	-6.7	-3.6	-0.7	2.8	-14.1	-20.2	-4.5	-2.0
35	O=C(N/N=C\c1cc(Cl)ccc1O)c1ccc(S(=O)(=O)N2CCCCC2)cc1	-2.1	134.6*	32.7	5.8	-1.6	0.8	6.7	-134.6	9.0	7.8
36	CCC1CCCCN1CCCNC(=O)CC1Oc2ccccc2NC1=O (stereo not drawn)	-2.3	-7.7	1.7	-5.1	-0.5	0.7	-10.7	7.7	x	1.6
37	CN(C)c1ccc(/C=N/Nc2ccc(-n3ccnc3)nn2)cc1	-0.6	7.3	4.8	-6.5	-0.7	1.7	6.0	-7.3	8.3	0.7
38	CC(C)c1nc2c([nH]1)c(=O)n(C)c(=O)n2C	-6.2	-16.3	-2.3	-5.3	-1.2	-2.1	-20.8	16.3	20.6	-1.8
39	CN1CCN(C(=O)COCc2cc(-c3ccc4c(c3)OCO4)on2)CC1	0.4	-14.0	16.2	-2.7	0.2	-0.8	-1.2	14.0	0.9	3.7
40	CN(C(=O)c1cccc(NC(=O)Cc2ccc(NC(=O)C3CCCN(C(=O)C4CCCC4)C3)cc2)c1)C1CCCCC1 (stereo not drawn)	-5.3	83.4*	31.5	0.7	-0.3	2.1	-9.7	-83.4	x	-0.4
41	CC1(CC(=O)N/N=C/c2cc3c(cc2Br)OCO3)OCCO1	-3.7	5.1	12.4	-1.6	-0.3	0.4	-2.1	-5.1	-0.9	4.3
42	Cc1cc(C(=O)N/N=C/c2ccccc2)c(C)o1	-0.1	-2.4	4.5	-2.6	-1.4	-1.0	-0.8	2.4	-0.9	-7.7
43	CCc1ccc(NC(=O)C(C)n2nc(C)c([N+](=O)[O-])c2C)cc1 (stereo not drawn)	1.6	15.4	-13.6	-9.5	-0.3	-8.0	-5.9	-15.4	-2.7	-6.2
44	Cc1nn(Cc2ccccc2Cl)c(C)c1NC(=O)CCCn1nc([N+](=O)[O-])c(Cl)c1C	7.0	59.8	-6.8	-15.7	2.2	-2.0	-2.7	-59.8	x	1.6
45	CC1=C([N+](=O)[O-])C(c2ccccc2)NC(=O)N1 (stereo not drawn)	1.1	x	1.8	-0.1	0.2	0.8	-12.9	x	2.9	-0.2
46	CSc1nc(N)nc(SCC(=O)Nc2ccc(Cl)cc2)c1C#N	-4.1	2.5	0.8	3.6	-0.8	-8.0	8.3	-2.5	-1.1	7.2
47	O=C(NCCc1c[nH]c2ccccc12)C(=O)NCC1CCCO1 (stereo not drawn)	-3.9	-12.1	-14.7	7.2	-0.6	3.0	-8.3	12.1	-0.6	2.7
48	CS(=O)(=O)N1CCN(C(=O)CCc2ccccc2)CC1	-6.0	-14.4	10.8	-5.4	1.3	-2.0	-5.3	14.4	-1.3	2.6
49	CC1(NC(=O)CN2CCN(c3cnn(-c4ccccc4)c(=O)c3Cl)CC2)CCS(=O)(=O)C1 (stereo not drawn)	-10.0	4.3	11.7	1.1	-0.7	1.6	-2.2	-4.3	0.3	-4.2
50	Nc1[nH]nc2ncc3cc4ccccc4nc3c12	-5.2	11.6	18.9	2.8	0.1	3.5	-6.5	-11.6	-0.7	-3.9
51	Cc1cccc(Cn2c(C)nc3c(N)c(C)c(C)cc32)c1	9.1	8.1	-19.4	-5.7	-2.9	1.2	-10.2	-8.1	-1.7	-0.9
52	CCc1cc(C(=O)O)c(NC(=O)C(c2ccccc2)c2ccccc2)s1	6.2	-18.2	-7.2	3.7	3.1	10.2	-4.7	18.2	0.8	-3.1
